Screening data (PubChem)
MLL CXXC-DNA inh = blocks binding of human MLL CXXC domain to DNA. Q03164. MLL-CXXC / FITC-HOXA9 DNA fluorescence polarization. Potency, µM (top dose mostly 115 µM), for inactives: top-dose activity change, negative = inhibition, actives largely listed as inhibitors. hit rate 0.037% among 290,000; active = well fitted inhibition curve with a large enough effect in the polarisation, with a control signal flat, not every such curve was filed as active; inconclusive = small, poorly fitted or top-dose-only effect, or effect the other way, or a change in a side signal; inactive = no such curve, though single readings can be large or run the other way; the % refers to the polarisation; note: potency is the fitted concentration of half-maximal effect
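Fluorescence polarization: 7 uM MLL-CXXC (stock) preincubated 5 min with compounds, then 50 nM fluorescein-HOX-A9 DNA (stock) added; 30 min ambient. Buffer 50 mM Tris-HCl pH 7.5, 50 mM NaCl, 1 mM DTT, 0.05% BSA.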
AT treatment = potential ataxia-telangiectasia treatments restoring KAP-1 phosphorylation; […] A-T fibroblasts, KAP-1 phosphorylation AlphaLISA; neocarzinostatin DNA damage 30 min before lysis; AID 485349; hit rate 0.19% among 320,000; Potency, µM (doses to about 57.5 µM), for inactives: top-dose activation, actives largely listed as activators; note: potency is the fitted concentration of half-maximal effect; % of control where 0% means no effect; nearly all actives have a fitted effect of over 45% in size
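ATM-like activity read as KAP-1 phosphorylation via AlphaLISA donor/acceptor antibody pairs after lysis and 6 hr at 25C. Cells were ATM-null patient fibroblasts ([…], hTERT), dosed 60 min, then exposed to the DSB inducer NCS for 30 min.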
PTAP TSG101 blk = blocks PTAP/TSG101 interaction to inhibit HIV-1 budding; Q99816; Fluorescence polarization, FITC-PTAP peptide / Tsg101 binding; Potency, µM (doses to about 115 µM), for the others: top-dose activity change, negative = inhibition, hits mostly inhibitors; 340,000 tested, under 10 active; AID 493005; active = well fitted inhibition curve with a large enough effect in the main read-out, with a control signal flat, not every such curve was filed as active; inconclusive = small, poorly fitted or top-dose-only effect, or effect the other way, or a change in a side signal; inactive = no such curve, though single readings can be large or run the other way; note: potency is the fitted concentration of half-maximal effect; % of control where 0% means no effect
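Fluorescence polarization binding of Tsg101 binding domain (10 uM final) to FITC-labeled PTAP peptide (50 nM final) in HEPES pH 7.5 buffer with NaCl, Tween 20, EDTA, TCEP. Compounds added before peptide; binding 20 min at RT.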
ELG1 DNA repair = inhibitors of ELG1-dependent DNA repair in HEK293T cells. HEK293T ELG1-luciferase reporter, luminescence, 16 h; DNA damage induced by 5-fluorouridine. Potency, µM (series often up to 46.1 µM), inactives show at the top dose activity change, negative = inhibition, usual class: inhibitors. hit rate 2.3% among 330,000. AID 504467; note: potency is the fitted concentration of half-maximal effect; % is set by controls: 0 for no effect and ±100 for the full control effect; nearly all actives have a fitted effect of over 55% in size
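DMSO vehicle served as the neutral condition. Each well held 2,000 cells given 5-fluorouridine plus compound; after 16 hr at 37 °C/5% CO2, ONE-Glo was added and luciferase measured 30 min later.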
TRPV1 ag = human TRPV1 agonism | Q8NER1 | TRPV1-expressing cells, Fluo-8 calcium influx, agonist mode | activation, % at 8.33 µM | hit rate 0.19% among 320,000 | AID 540275; in the data active = activation above about 80%; inconclusive = between about 30% and that limit; note: 0% is about no effect
Target sequence (Q8NER1 whole entry, looked up): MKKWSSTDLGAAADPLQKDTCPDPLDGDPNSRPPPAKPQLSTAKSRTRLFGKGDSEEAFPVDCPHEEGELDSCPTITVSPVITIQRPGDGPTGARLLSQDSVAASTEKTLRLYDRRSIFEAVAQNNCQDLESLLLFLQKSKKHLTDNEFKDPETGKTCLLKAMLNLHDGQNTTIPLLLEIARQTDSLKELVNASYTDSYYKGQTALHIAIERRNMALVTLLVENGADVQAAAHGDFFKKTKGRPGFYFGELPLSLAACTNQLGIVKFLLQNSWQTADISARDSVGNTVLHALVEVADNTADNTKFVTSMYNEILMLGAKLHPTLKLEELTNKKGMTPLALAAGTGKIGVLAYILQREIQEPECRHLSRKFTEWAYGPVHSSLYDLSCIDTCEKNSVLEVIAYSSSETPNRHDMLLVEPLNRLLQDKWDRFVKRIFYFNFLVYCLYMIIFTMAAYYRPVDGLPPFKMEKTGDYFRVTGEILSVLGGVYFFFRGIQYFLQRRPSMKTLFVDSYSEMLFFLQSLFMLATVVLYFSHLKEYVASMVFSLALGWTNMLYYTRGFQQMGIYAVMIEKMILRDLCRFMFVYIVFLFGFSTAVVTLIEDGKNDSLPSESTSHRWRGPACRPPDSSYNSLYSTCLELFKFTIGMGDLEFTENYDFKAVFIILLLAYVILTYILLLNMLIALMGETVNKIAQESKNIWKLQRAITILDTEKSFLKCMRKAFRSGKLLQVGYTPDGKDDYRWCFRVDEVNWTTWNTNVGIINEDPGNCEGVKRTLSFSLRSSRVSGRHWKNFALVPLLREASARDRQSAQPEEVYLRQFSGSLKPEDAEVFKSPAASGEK
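Fluo-8 calcium influx in TRPV1-expressing cells, kinetic read (ex 480/em 520 nm). Compound added and read 3 min for agonist activity, followed by capsaicin at EC20 final and 2 min further read for enhancement.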
p53 reactivation = re-activators of mutant p53 | H1299 p53-A138V BP100-luciferase reporter, luminescence, 24 h | Potency, µM (titrated, usually from 92.2 µM), without a hit: top-dose activity change, positive = activation, hits mostly activators | hit rate 0.063% among 320,000; note: potency is the fitted concentration of half-maximal effect; % of control where 0% means no effect; nearly all actives have a fitted effect of over 45% in size
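p53-null H1299 cells stably carrying temperature-sensitive p53-A138V and a BP100-luciferase reporter were pinned with compounds (4-point, 1:5 series) and held 24 hrs at 37 deg C. Luminescence was read 10 min after detection reagent.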
BRCA1 expr up = BRCA1 expression activation. MCF7-BRCA1-FFLuc reporter, luminescence, 48 h; response scale: scaled: vehicle 0%, 10 µM genistein 100%. Potency, µM (titrated, usually from 46.1 µM), without a hit: top-dose activation, most hits filed as activators. hit rate 1.1% among 380,000. AID 624202; note: potency is the fitted concentration of half-maximal effect; nearly all actives have a fitted effect of over 80% in size; some results filed as inactive show a strong effect at the top dose
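Cells: MCF7-BRCA1-FFLuc, 2000/well. Exposure: 48 h, 37 °C, 5% CO2. Read: luminescence, 15 min post-substrate. Controls: genistein 10 microM (maximal activation), DMSO (neutral).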
a7 integrin act = activators of alpha7 integrin expression for muscular dystrophy | Potency, µM (series often up to 38.3 µM), without a hit: at the top dose activation, hits mostly activators | AID 624291 | hit rate 0.064% among 350,000 | alpha7betagal myoblasts, beta-gal FDG fluorescence, 48 h;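 note: potency is the fitted concentration of half-maximal effect; 100% = response of the positive control SU9516; nearly all actives have a fitted effect of over 60% in size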
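alpha7betagal+/- myoblasts (passage 13, 250/well) treated 48 h at 37C with compounds at 1:260 dilution of DMSO stock. Lysed, then beta-galactosidase activity read as FDG fluorescence (ex 480/em 540) after 30 min, with pre-read for autofluorescence.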
TCR activator = T cell receptor activation | Potency, µM (top dose mostly 9.22 µM), for the others: at the highest dose activation of IL-2 secretion, usual class: activators | primary human leukocytes, anti-CD3, IL-2 HTRF, 48 h | 330,000 tested, under 10 active; note: % of control where 0% means no effect
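IL-2 produced over 48 hr by a-CD3 bead-stimulated primary human leukocytes exposed to compounds was detected with a homogeneous time-resolved FRET immunoassay, 665nm acceptor signal after 320nm excitation.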
B2AR arrestin = beta2AR (human) beta-arrestin recruitment activity; P07550; beta-arrestin recruitment to beta2AR, cell-based reporter; Potency, µM (highest dose often 46.1 µM), for inactives: top-dose activation, most hits filed as activators; hit rate 0.02% among 330,000; AID 492947;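 note: potency is the fitted concentration of half-maximal effect; 0% = DMSO controls and full agonism = EC100 isoproterenol or metaproterenol; nearly all actives have a fitted effect of over 65% in size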
* marks the source's active call; other numbers are inactive results; ? = inconclusive; · = not tested or not shown; & = joins results of further samples; [ ] = remark or other dose. Unless noted, calls come from the whole dose curve; as a rule, active = well fitted curve in the direction sought with a large enough effect; inconclusive = small, poorly fitted or top-dose-only effect, or another doubt; inactive = no such curve, though single readings can be large; an effect the other way counts as inactive or inconclusive.

mol | MLL CXXC-DNA inh | AT treatment | PTAP TSG101 blk | ELG1 DNA repair | TRPV1 ag | p53 reactivation | BRCA1 expr up | a7 integrin act | TCR activator | B2AR arrestin
Cc1ccc(S(=O)(=O)NNC(=O)c2cc(C)c(C)cc2N)cc1 | · | · | -4% | · | · | · | -15% | 7% | 5% | ·
Cc1oc2c(C)c3oc(=O)c(CCC(=O)N4CCC(C(=O)NCCC(=O)O)(c5ccccc5)CC4)c(C)c3cc2c1C | 14% | -2% | -2% | -1% | -6 | -2% | 6% | 0% | 7% | 0.2%
COc1cc(/C=N/NC(=O)c2ccc3c(c2)OCO3)ccc1O | 0% | 4% | -1% | ? | ? | 22% | 67% | 11% | -3% | -0.4%
Cc1oc(-c2cccc(F)c2)nc1CN1CCCCC1CCc1ccccn1 (centres undefined) | 6% | -2%[11.5 µM] | 0% | -3% | 1 | -4% | -16% | -5% | -6% | -0.1%
Cc1nc2c3ccccc3n(CC(=O)c3ccc(F)cc3)c(=O)n2n1 | 15% | 20% | -4% | 0% | 6 | -2% | -10% | 10% | -3% | 0.1%
CC(C)Cc1nnc(NC(=O)CCC(=O)N2CCN(C3CCCC3)CC2)s1 | 3% | -22% | -1% | -3% | 3 | 17% | -5% | -8% | 0% | 0.0%
CCC(C)(C)NC(=O)C(c1ccccc1F)N(Cc1ccco1)C(=O)c1csnn1 (centres undefined) | -11% | -3% | -5% | 13% | 11 | -7% | -3% | ? | -2% | -1.0%
CC(NC(=O)/C=C/c1ccccc1[N+](=O)[O-])C1CC2CCC1C2 (centres undefined) | 2% | 8% | -1% | -9% | 28 | 3% | -9% | -27% | 5% | -0.5%
CN1CCN(C(=O)C2CCN(S(=O)(=O)c3ccccc3[N+](=O)[O-])CC2)CC1 | · | -10% | 5% | 12% | -4 | 12% | -4% | 11% | 0% | 0.3%
C=CCOC(=O)C1=C(C)NC(=S)NC1/C=C/c1ccccc1 (centres undefined) | 9% | 3% | -9% | ? | 6 | 3% | -31% | -20% | 10% | 0.1%
CN1CCN(C(=O)c2ccc3c(=O)n(CCc4ccccc4)c(=S)[nH]c3c2)CC1 | · | · | -2% | · | · | · | 0% | 7% | -4% | ·
Cc1ccc(NC(=O)CCC(=O)Nc2nnc(C3CCCCC3)s2)cc1 | 11% | 10% | -4% | 18% | 5 | 14% | 27% | ? | 2% | -0.4%
CCOc1ccc(N2CC(C(=O)NC3=NCCS3)CC2=O)cc1 (centres undefined) | 0% | -4% | -3% | 10% | 3 | 1% | -5% | ? | -4% | -0.8%
Cc1ccc(C)c(-n2c(CNC(=O)c3ccco3)nnc2SCC(=O)Nc2nccs2)c1 | 3% | -5% | -1% | 1% | · | -6% | -9% | -9% | 1% | -1.0%
CCc1ccc(NC(=S)N(CCCN2CCOCC2)Cc2ccco2)cc1 | 2% | -2% | -3% | 9% | 20 | -1% | 15% | 11% | -4% | -0.8%
O=C(COC(=O)c1ccc(F)cc1F)Nc1cc(S(=O)(=O)N2CCOCC2)ccc1Cl | · | 5% | -6% | 8% | 8 | 1% | -15% | -11% | -4% | -0.1%
Cc1ccccc1OCC(=O)N(Cc1ccco1)c1c(N)n(Cc2ccccc2)c(=O)[nH]c1=O | · | -5% | 0% | 20% | -2 | 4% | -2% | 15% | · | -0.2%
O=C(N/N=C/c1ccco1)c1cnccn1 | -6% | 5% | -7% | -4% | 2 | -5% | 18% | 18% | 0% | 0.3%
S=c1[nH]nc(-c2ccc(Br)cc2)n1Cc1ccccc1 | -4% | -7% | 0% | -6% | -4 | 7% | -9% | 11% | 4% | -0.1%
CCOc1cc([N+](=O)[O-])c2nc(N)sc2c1 | 14% | -8% | -10% | ? | -1 | 7% | 3% | 4% | 2% | -0.1%
COc1cc(C=O)ccc1OCCSc1ccc(Cl)cc1 | -1% | 9% | -4% | ? | -2 | 5% | ? | -13%[7.66 µM] | 5% | -1.0%
COc1cc(-c2cc(C(=O)Nc3ccc(S(=O)(=O)Nc4ncccn4)cc3)c3ccccc3n2)cc(OC)c1OC | -3% | -1% | 0% | -15% | · | -3% | 2% | 20% | -3% | 0.6%
O=S(=O)(NC1CCN(Cc2ccccc2)CC1)c1ccc(Cl)cc1 | -5% | 6% | -3% | -11% | · | -2% | -21% | -7% | -1% | -0.1%
CCOC(=O)c1ccc(N2C(=O)CC(NNC(=O)c3ccc(Br)s3)C2=O)cc1 (centres undefined) | -12% | -8% | -1% | ? | 1 | 3% | -21% | -8% | 2% | -1.5%
Cc1ccc2c(c1)COc1c3ccc(C(=O)N[C@@H](C)CO)cc3nn1-2 | 7% | -10% | -7% | ? | -4 | 1% | ? | 30% | 8% | -0.1%

Rewritten with values under each structure: 2 of the compounds above
Value order: MLL CXXC-DNA inh, AT treatment, PTAP TSG101 blk, ELG1 DNA repair, TRPV1 ag, p53 reactivation, BRCA1 expr up, a7 integrin act, TCR activator, B2AR arrestin
- Cc1ccccc1OCC(=O)N(Cc1ccco1)c1c(N)n(Cc2ccccc2)c(=O)[nH]c1=O
  ·, -5%, 0%, 20%, -2, 4%, -2%, 15%, ·, -0.2%
- Cc1ccc(NC(=O)CCC(=O)Nc2nnc(C3CCCCC3)s2)cc1
  11%, 10%, -4%, 18%, 5, 14%, 27%, ?, 2%, -0.4%

Additional structures follow.
mol | MLL CXXC-DNA inh | AT treatment | PTAP TSG101 blk | ELG1 DNA repair | TRPV1 ag | p53 reactivation | BRCA1 expr up | a7 integrin act | TCR activator | B2AR arrestin
Cc1cc(C)cc(OCC(=O)Nc2ccc(N3CCOCC3)cc2N2CCOCC2)c1 | · | 1% | -1% | 16µM* | ? | 1% | 1% | 21% | -7% | -0.1%
CCOC(=O)c1ccc(NC(=O)CCn2c(=O)oc3ccccc32)cc1 | 2% | 9% | -2% | -4% | -3 | -13% | -1%&0% | 13% | 4% | -0.3%
N#CNC(=Nc1cccc(F)c1)SCc1ccccc1F | -9% | 1% | -5% | -1% | ? | ? | -7% | -12% | -46%[inhibitor][46.1 µM] | 3.6%
Cc1[nH]c2ccc(C(=O)N3CCN(c4ccccc4Cl)CC3)cc2c1C | 8% | 3% | -8% | 2% | 10 | -3% | 10% | 23% | -2% | -0.9%
COc1cc(C2NC(=O)CS2)cc(OC)c1OC (centres undefined) | 4% | 2% | -3% | -7% | -3 | 12% | -6% | -4% | · | -0.6%
CC(C)CNC(=S)NNC(=O)c1nn(C)cc1Cl | 9% | 10% | -5% | 1% | -1 | -5% | 7% | 16% | 3%[46.1 µM] | 3.1%
O=C1CC2(CCN(C(=O)c3cccc(Br)c3)CC2)Oc2ccccc21 | · | 8% | 0% | -12% | ? | -1% | -36% | -59%[inhibitor] | 3% | 0.2%
CCCCOC(=O)Nc1ccc(S(=O)(=O)Nn2cnnc2)cc1 | 3% | -9% | · | 1% | 4 | -3% | 2% | 3% | · | 0.1%
CCOc1cc(N2CCOCC2)c(OCC)cc1NC(=O)CSc1ccccc1C(=O)O | · | 7% | -5% | -2% | -1 | 5% | -23% | -37% | 2% | 0.0%
COc1ccc(C(NC(=O)c2c(F)c(F)c(F)c(F)c2F)c2ccccc2)cc1 (centres undefined) | 55%[activator] | -12% | 0% | ? | ? | -25% | -21% | -46%[inhibitor] | -1%[46.1 µM] | -0.3%
CS(=O)(=O)N1CC2CCCN2c2ccc(C(F)(F)F)cc21 (centres undefined) | 1% | -2% | 0% | 7% | 6 | 1% | -29% | -8% | 0% | -0.2%
Nc1cccc(S(=O)(=O)Nc2ccc(SC(F)F)cc2)c1 | 40%[activator] | 35% | -1% | -7% | -1 | -5% | -29% | -1% | 5% | 0.1%
CC(C)C1Cc2nc(Cl)c(C#N)cc2CO1 (centres undefined) | -3% | -6% | -1% | 13% | · | 0% | -5% | -2% | -1% | -0.6%
CC(=O)OCC(=O)C1(O)CCC2C3CC(C)C4=CC(=O)CCC4(C)C3C(O)CC21C (centres undefined) | · | · | -5% | · | · | · | -25% | -6% | 2% | ·
O=C(Nc1nnc(-c2ccccc2)s1)c1ccccc1F | · | -3% | -6% | ? | 19 | 22% | ? | 11% | -3% | 0.5%
O=C(c1cnccn1)N(Cc1ccco1)C1(C(=O)NC2CCCCC2)CCCCC1 | -7% | · | -4% | -15% | 12 | 1% | 4% | 13% | 11% | -0.2%
CC(C)(C)NC(=O)NC(=O)CN1CCCCC1 | 4% | 7% | 2% | 17% | -4 | 7% | 5% | 11% | 0% | 0.4%
CN(CCNC(=O)CCCOc1cc(=O)n(C)c2ccccc12)Cc1ccccc1 | 5% | 1% | -8% | ? | -1 | -4% | -25% | -14% | 0% | 0.0%
COc1ccc(-c2nc(CS(=O)CC(=O)NC3CCCCC3C)c(C)o2)cc1OC (centres undefined) | 10% | -13% | 5% | 11% | 1 | -3% | -3% | 24% | 2% | -0.5%
CC(NC(=O)CNC(=O)C(Cc1ccccc1)NC(=O)OCc1ccccc1)C(N)=O (centres undefined) | 7% | -3% | 0% | ? | -3 | -5% | 27% | 0% | 1% | -0.7%
